Bioassay records (PubChem)
SENP1 inh: human SENP1 catalytic domain inhibitors, primary screen, biochemical, FRET, uHTS | Sentrin-specific protease 1 (Homo sapiens), Q9P0U3 | recombinant SENP1 catalytic domain, CyPet-SUMO1-YPet FRET cleavage | inhibition, % at 10 µM | 360,000 compounds, 0.21% hits;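 active = inhibition at least 30% at 10 µM, raw YFP signal under a set limit, fluorescence ratio 0.5 to 1.5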;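 also: 0% = enzyme with DMSO and 100% = no enzyme wells; some results filed as inactive read as strong as hits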
Target sequence (Q9P0U3 419-644 limits assumed): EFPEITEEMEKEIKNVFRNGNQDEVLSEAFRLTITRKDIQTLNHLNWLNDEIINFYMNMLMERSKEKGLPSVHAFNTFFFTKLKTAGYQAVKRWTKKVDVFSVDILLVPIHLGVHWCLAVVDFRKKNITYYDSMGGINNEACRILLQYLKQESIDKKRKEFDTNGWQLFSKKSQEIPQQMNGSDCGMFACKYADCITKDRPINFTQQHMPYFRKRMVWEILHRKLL
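system = hSENP1 catalytic domain, recombinant | reagent = SFCypet-SUMO1-SFYpet substrate at 25 nM | doses = one dose per compound, 10 µM, 0.5% DMSO | incubation = enzyme reaction for 50 min at room temperature, dark | measured by = FRET, CFP and YFP emission | controls = no-enzyme low, enzyme-DMSO high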
NLRP3 yeast inh: NALP3 inflammasome inhibitors in reconstituted yeast, primary screen, luminescence, uHTS. Yeast reconstituted NLRP3/ASC/caspase-1, beta-gal luminescence, 24 h. inhibition, % at 10 µM. 330,000 compounds, 0.39% hits;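 active = inhibition of 50% or more; inactive = inhibition below 50%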;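 also: plate controls were induced DMSO wells for no effect and uninduced yeast grown without galactose for full effect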
mIAP activ: activators of mouse IAP, primary screen, biochemical, luminescence, uHTS; intestinal alkaline phosphatase [Mus musculus]; muIAP, CDP-Star luminescence, 30 min; active compounds read high; 1 = vehicle-only enzyme signal, 0 = enzyme-free wells; activation factor at 10 µM; 330,000 compounds, 0.24% hits;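 active = activation factor of at least 2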; also: the source names both 10 and 20 µM as test concentration; values of inactives mirror those of a sister screen read the other way
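Assay system: mouse IAP enzyme / Compound: DMSO-dissolved test compounds / Timing: 30 min, room temperature / Measured by: luminescence from enzymatic CDP-Star hydrolysis / Control set: DMSO-only wells, enzyme-free buffer wells as negative control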
APOBEC3G inh: APOBEC3G DNA deaminase inhibitors, primary screen, biochemical, fluorescence, single-stranded DNA substrate, uHTS. DNA dC->dU-editing enzyme APOBEC-3G (Homo sapiens), Q9HC16. recombinant A3G, ssDNA deamination FAM/TAMRA fluorescence. inhibition, % at 20 µM. 330,000 compounds, 0.28% hits;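 active = inhibition of at least 40% at 20 µM, with no more than 30% in the related APOBEC3A deaminase screen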;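 also: plate controls were DMSO wells with A3G for no effect and wells lacking A3G enzyme for full effect; some compounds called inactive have numbers as strong as hits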
Target sequence (Q9HC16 whole entry, looked up): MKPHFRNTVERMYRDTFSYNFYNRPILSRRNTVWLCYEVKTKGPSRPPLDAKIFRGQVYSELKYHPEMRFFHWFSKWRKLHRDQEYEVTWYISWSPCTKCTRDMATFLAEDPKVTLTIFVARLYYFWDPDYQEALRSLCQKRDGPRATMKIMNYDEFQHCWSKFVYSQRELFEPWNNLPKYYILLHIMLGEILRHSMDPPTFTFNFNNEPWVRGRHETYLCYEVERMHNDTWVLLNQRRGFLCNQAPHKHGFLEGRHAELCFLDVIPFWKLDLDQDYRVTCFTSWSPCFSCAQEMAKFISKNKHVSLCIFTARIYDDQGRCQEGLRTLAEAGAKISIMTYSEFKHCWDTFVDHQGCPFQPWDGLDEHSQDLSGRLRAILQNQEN
hIAP block: human IAP inhibitors, primary screen, biochemical, luminescence, uHTS; Intestinal-type alkaline phosphatase (Homo sapiens), P09923; purified IAP, CDP-Star luminescence, 30 min; inhibition, % at 10 µM; 330,000 compounds, 0.12% hits;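 active = inhibition reaching a set limit with compound at 10 µM in the primary screen, cut at about 35% in these data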;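 also: plate controls were DMSO wells with enzyme for no effect and no-enzyme buffer wells for full effect; values of inactives mirror those of a sister screen read the other way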
APOBEC3A inh: APOBEC3A ssDNA deaminase inhibitors, primary screen, selectivity assay for APOBEC3G inhibitor project, biochemical, FAM/TAMRA oligo cleavage fluorescence; AID 493011, 2011; recombinant A3A, FAM/TAMRA ssDNA deamination fluorescence; inhibition, % at 20 µM; 330,000 compounds, 0.41% hits;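 active = at least 40% inhibition at 20 µM here, with at most 30% in a related deaminase screen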;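 also: plate controls were A3A with DMSO for no effect and wells lacking A3A enzyme for full effect; some results filed as inactive read as strong as hits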
Target sequence (P31941 whole entry, looked up): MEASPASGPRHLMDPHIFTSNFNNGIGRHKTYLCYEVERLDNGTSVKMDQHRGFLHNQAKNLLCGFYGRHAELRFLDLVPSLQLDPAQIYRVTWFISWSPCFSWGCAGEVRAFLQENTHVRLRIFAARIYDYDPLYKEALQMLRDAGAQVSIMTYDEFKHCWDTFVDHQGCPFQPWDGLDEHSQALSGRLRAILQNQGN
mIAP inh: inhibitors of mouse IAP, primary screen, biochemical, luminescence, uHTS. inhibition, % at 10 µM. 330,000 compounds, 0.2% hits. intestinal alkaline phosphatase [Mus musculus]. purified mouse IAP, CDP-Star luminescence, 30 min;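 active = inhibition of at least 40% at 10 µM in the primary screen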;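 also: plate controls were DMSO with enzyme for no effect and no enzyme wells for full effect; values of inactives mirror those of a sister screen read the other way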
hIAP act: human IAP activators, primary screen, biochemical, luminescence, uHTS. Intestinal-type alkaline phosphatase (Homo sapiens), P09923. purified human IAP, CDP-Star luminescence, 30 min; active compounds read high; 1 = vehicle-only enzyme, 0 = enzyme-free background. activation factor at 10 µM. 330,000 compounds, 0.16% hits. AID 2524, 2010;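 active = activation factor of the enzyme at least 2-fold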; also: the source names both 10 and 20 µM as test concentration; values of inactives mirror those of a sister screen read the other way
MIN6 prolif: inducers of MIN6 beta-cell proliferation, primary screen, ATP luminescence, uHTS; AID 2380, 2010; 330,000 compounds, 0.29% hits; MIN6 cells proliferation, ATPlite luminescence, 48 h; cells starved in 0.2% serum; 100% = growth in 10% serum; proliferation, % at 10 µM;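 active = compounds whose signal lies at least 3.5 SD above the mean of all wells on their plate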;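 also: 0% = DMSO-treated cells in low-serum medium and 100% = 10% serum control; some compounds called inactive have numbers as strong as hits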
Numbers without * were called inactive; x = no result given. An excerpt. The share of hits here may be higher or lower than overall.

Preview:
SMILES | SENP1 inh | NLRP3 yeast inh | mIAP activ | APOBEC3G inh | hIAP block | APOBEC3A inh | mIAP inh | hIAP act | MIN6 prolif
COCCNc1oc(/C=C/c2ccccc2OC)nc1S(=O)(=O)c1ccccc1 | -150 | -3 | 1.1 | -2 | -16 | -3 | -6 | 1.2 | -3
CCN1C(=O)/C(=C\C=C\c2ccccc2[N+](=O)[O-])SC1=S | 10 | 13 | 0.83 | -2 | 14 | -3 | 17 | 0.86 | -5

The list itself, previewed entries included:
SMILES | SENP1 inh | NLRP3 yeast inh | mIAP activ | APOBEC3G inh | hIAP block | APOBEC3A inh | mIAP inh | hIAP act | MIN6 prolif
COCCNc1oc(/C=C/c2ccccc2OC)nc1S(=O)(=O)c1ccccc1 | -150 | -3 | 1.1 | -2 | -16 | -3 | -6 | 1.2 | -3
CCN1C(=O)/C(=C\C=C\c2ccccc2[N+](=O)[O-])SC1=S | 10 | 13 | 0.83 | -2 | 14 | -3 | 17 | 0.86 | -5
COc1ccc2nc(N)sc2c1 | 2 | -3 | 0.92 | -1 | 27 | 3 | 8 | 0.73 | -3
COc1ccc(CNC(=O)c2ccc3ccccc3n2)cc1 | 0 | 25 | 1 | -4 | -1 | -3 | -2 | 1 | 0
CC(=O)c1ccc(OCCOc2ccc(C#N)cc2)cc1 | 2 | 10 | 0.96 | -5 | 11 | -3 | 4 | 0.89 | -3
Cc1ccccc1CSc1nncn1N | 0 | 11 | 1 | 0 | -20 | 2 | 0 | 1.2 | -2
COc1ccc(-c2oc3ccccc3c2C(=O)OCc2ccc(O)cc2)cc1 | 1 | 11 | 0.94 | 3 | -1 | 0 | 6 | 1 | -8
Cc1onc(-c2ccccc2)c1C(=O)Nc1ccc(NC(=O)c2c(-c3ccccc3)noc2C)cc1 | -13 | 17 | 1 | -1 | 7 | 1 | -5 | 0.93 | 1
CCC(C)Sc1nnc(NS(=O)(=O)Cc2ccccc2)s1 (stereo not given) | -1 | 2 | 1 | -1 | -6 | 1 | -4 | 1.1 | -2
CCOC(=O)c1sc(=NC(=O)c2cccc(Br)c2)n(C)c1C | 1 | 7 | 1 | -5 | -14 | -3 | -1 | 1.1 | 3
CCOc1cccc(C=NNc2ccc(S(=O)(=O)Nc3ccccc3C(=O)O)cc2[N+](=O)[O-])c1O | 4 | 13 | 0.83 | -3 | 11 | -2 | 17 | 0.89 | 1
Cc1cc(OCCCCOc2ccc(C#N)cc2)ccc1[N+](=O)[O-] | 1 | 24 | 1 | -7 | 14 | -4 | -2 | 0.86 | -6
O=C(NCc1ccco1)/C(=C\c1cccs1)NC(=O)c1ccccc1 | 1 | 15 | 1.1 | -5 | 16 | 6 | -10 | 0.84 | 0
Cc1onc(-c2ccccc2)c1C(=O)NCc1cccnc1 | 0 | 4 | 0.99 | -4 | -8 | -11 | 1 | 1.1 | 2
Cc1ccc(CNC(=O)NC2CCCCC2)cc1 | 4 | 6 | 1.1 | 2 | -3 | 1 | -8 | 1 | -1
Nc1ncnc2c1cnn2-c1ccccc1 | 2 | 12 | 1.1 | -4 | 12 | -1 | -8 | 0.88 | 2
CC1=C(C(=O)N2CCOCC2)C(c2ccsc2)C2=C(CCCC2=O)N1 (stereo not given) | -4 | 11 | 0.92 | -2 | 10 | 3 | 8 | 0.9 | 4
CCC(C)(C)NC(=O)c1sccc1Oc1ccc(F)cc1[N+](=O)[O-] | 1 | 1 | 0.95 | 3 | 5 | 1 | 5 | 0.95 | -1
CN(C(=O)c1ccc(S(=O)(=O)NC2CCCC2)cc1)C1CCCCC1 | 2 | -16 | 0.99 | -2 | 14 | 1 | 0 | 0.86 | 1
N#CC1(c2ccccc2)CCN(S(=O)(=O)c2ccc(OC(F)(F)F)cc2)CC1 | -2 | 13 | 0.94 | 10 | -18 | 5 | 6 | 1.2 | -3
COc1ccc(N/N=C(\C=N\O)C(=O)c2ccc(OC)cc2)cc1 | 5 | 42 | 0.85 | -8 | -7 | -7 | 15 | 1.1 | -3
COc1cc(/C(C)=N/NC(=O)CSc2nncn2C)ccc1OCc1ccccc1Cl | 2 | -10 | 0.97 | -8 | -14 | -4 | 3 | 1.1 | -4
c1ccc(Cn2c(-c3ccccc3)c[n+]3c2SCCC3)cc1 | 3 | 14 | 0.94 | -2 | -27 | -1 | 6 | 1.3 | -3
CCCc1ccc(OCCNC(C)=O)cc1 | 3 | 19 | 0.97 | 1 | 14 | -1 | 3 | 0.86 | 0

Four compounds picked at random from those above, as already listed:
SMILES | SENP1 inh | NLRP3 yeast inh | mIAP activ | APOBEC3G inh | hIAP block | APOBEC3A inh | mIAP inh | hIAP act | MIN6 prolif
N#CC1(c2ccccc2)CCN(S(=O)(=O)c2ccc(OC(F)(F)F)cc2)CC1 | -2 | 13 | 0.94 | 10 | -18 | 5 | 6 | 1.2 | -3
COc1ccc(N/N=C(\C=N\O)C(=O)c2ccc(OC)cc2)cc1 | 5 | 42 | 0.85 | -8 | -7 | -7 | 15 | 1.1 | -3
Nc1ncnc2c1cnn2-c1ccccc1 | 2 | 12 | 1.1 | -4 | 12 | -1 | -8 | 0.88 | 2
COc1cc(/C(C)=N/NC(=O)CSc2nncn2C)ccc1OCc1ccccc1Cl | 2 | -10 | 0.97 | -8 | -14 | -4 | 3 | 1.1 | -4

Later entries
SMILES | SENP1 inh | NLRP3 yeast inh | mIAP activ | APOBEC3G inh | hIAP block | APOBEC3A inh | mIAP inh | hIAP act | MIN6 prolif
Cc1c(C(=O)O)oc2c1/C(=N\O)CC(C)(C)C2 | 2 | 6 | 0.89 | -5 | 13 | 0 | 11 | 0.87 | -3
COc1ccc(S(=O)(=O)N2CCOC23CCN(S(=O)(=O)c2ccc(F)cc2C)CC3)cc1 | -1 | 18 | 1 | -6 | 5 | -3 | 0 | 0.95 | -3
C=CCn1c(SCc2csc(-c3ccc(C)cc3)n2)nnc1-c1ccccc1OC | 2 | 13 | 0.98 | -8 | 11 | 20 | 2 | 0.89 | -6
O=S1(=O)CC=C(CSc2nc3ccccc3[nH]2)C1 | -1 | 22 | 1.1 | -6 | 5 | -2 | -6 | 0.95 | -1
COc1ccc2[nH]c3c(c2c1)CCN1C(=O)C(CC(=O)NC(C)(C)C)C[C@H](C(=O)N(C(C)C)C(C)C)[C@@]31C (stereo not given in full) | 1 | x | 1.2 | 4 | x | 0 | -17 | x | x
COc1ccc(NC(=O)CSc2nnc3c4c(nc(-c5ccccc5)n23)CC(C)(C)OC4)cc1 | 3 | 7 | 0.94 | 0 | 0 | -1 | 6 | 1 | -1
COc1ccc2oc(C(=O)N3CCN(C(=O)c4ccco4)CC3)c(C)c2c1 | -3 | 21 | 0.99 | -1 | 7 | 2 | 1 | 0.93 | 1
O=C(NCc1ccc2c(c1)OCO2)C1CCN(c2ccc(S(=O)(=O)N3CCCC3)cc2)CC1 | 2 | 1 | 1 | 0 | 6 | 1 | -3 | 0.94 | -2
Cn1c(=O)oc2cc(S(=O)(=O)Nc3ccc4c(c3)OCCO4)ccc21 | 2 | 4 | 0.97 | -6 | 15 | -1 | 3 | 0.85 | 0
COc1ccccc1N1CCN(C(=O)c2c(-c3c(Cl)cccc3Cl)noc2C)CC1 | -2 | 16 | 0.97 | -7 | 1 | -4 | 3 | 0.99 | -2
O=C(Nc1ccccc1C(=O)O)c1ccc(Br)c(S(=O)(=O)NCc2ccccc2)c1 | -1 | 16 | 0.97 | -11 | -12 | -1 | 3 | 1.1 | -2
O=C(CN1C(=O)CC(c2ccccc2)S(=O)(=O)c2ccccc21)N1CCOCC1 (stereo not given) | x | 12 | 1.2 | -7 | -1 | -4 | -16 | 1 | -2
CCOc1ccc2nc(NC(=O)CCn3cccc3)sc2c1 | 0 | 14 | 0.96 | 1 | -14 | -2 | 4 | 1.1 | -2
COc1ccccc1OCCCn1c(=O)oc2ccccc21 | 1 | 10 | 1 | -6 | -11 | -6 | -2 | 1.1 | -2
COc1ccc(CCNC(=O)c2cc3c(=O)n4ccccc4nc3n(C3CCCCC3)c2=N)cc1OC | -21 | 4 | 0.9 | -5 | 18 | -1 | 10 | 0.82 | -1
CCC(C)[C@H](N)c1nnc(SCC(=O)Nc2cccc(Cl)c2)o1 (stereo not given in full) | -2 | 4 | 0.99 | -1 | -22 | -2 | 1 | 1.2 | 1
CCCC[C@H]1COCCS(=O)(=O)N1Cc1ccccc1F | 1 | -2 | 1 | -2 | 4 | 1 | 0 | 0.96 | -5
Cc1ccc(/C=C2\SC(=S)N(CCCC(=O)NC3CCCC3)C2=O)cc1 | 0 | 2 | 1 | 1 | -11 | -6 | -4 | 1.1 | -3
CCS(=O)(=O)N1CCN(S(=O)(=O)c2ccc3ccccc3c2)CC1 | -1 | 27 | 1 | -7 | -42 | -1 | 0 | 1.4 | -2
COc1cccc(NC(=O)C(OC(=O)c2cnc(C)cn2)c2ccccc2)c1 (stereo not given) | -6 | 14 | 1 | -11 | 1 | 18 | 0 | 0.99 | 3
COc1ccc2[nH]c3c(=O)n(CCCCC(=O)NCCN4CCCC4)c(=S)[nH]c3c2c1 | 0 | 2 | 0.96 | 40 | 10 | -11 | 4 | 0.9 | -1
Cc1ccc(S(=O)(=O)N(CC(=O)N/N=C/c2ccc(F)cc2)c2cccc3cccnc23)cc1 | 1 | 15 | 0.99 | 0 | 7 | -1 | 0 | 0.93 | -3
COCCn1c(SC(C)C(=O)NC2CC2)nnc1-c1cccc(C)c1 (stereo not given) | -1 | 5 | 1.1 | -6 | 2 | 0 | -12 | 0.98 | -1
COc1ccc(C(C)(C)C)cc1NC(=O)c1ccc2ncsc2c1 | -13 | 42 | 0.93 | -7 | 13 | 1 | 7 | 0.87 | -1
Cn1nnnc1SCc1ccc([N+](=O)[O-])cc1 | 0 | -1 | 0.94 | -6 | -12 | 0 | 6 | 1.1 | 0
